# KLK5 inh: blocks human kallikrein 5 protease activity. 210,000 tested, 0.59% active. inhibition, % at 5 µM. Q9Y337. recombinant hK5, fluorogenic AMC substrate cleavage;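 active = inhibition of 40% or more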;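 also: 0% = enzyme controls without compound and 100% = no-enzyme blanks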
# NCF1 inh: p47phox (human) inhibition | P14598 | p47phox/p22phox peptide binding, fluorescence polarization, 2 h | inhibition, % at 24.7 µM | 220,000 tested, 0.53% active;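 also: 0% = p47phox with labelled peptide and 100% = labelled peptide alone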
# EBV gp42 inh: inhibitors of Epstein-Barr virus glycoprotein 42 | Q1HVG2 | Fluorescence polarization binding assay, mP read-out | inhibition, % (tested at 21.74 µM) | AID 1085 | 220,000 tested, 0.42% active; in the data active = inhibition above about 50%
# Furin inhibitor: human furin inhibition | P09958 | purified furin, fluorogenic substrate cleavage | inhibition, % at 30 µM | 220,000 tested, 0.061% active | AID 463115; in the data active = inhibition above about 25%; also: inactives centre near -15
# Target sequence (P09958 108-714 limits assumed): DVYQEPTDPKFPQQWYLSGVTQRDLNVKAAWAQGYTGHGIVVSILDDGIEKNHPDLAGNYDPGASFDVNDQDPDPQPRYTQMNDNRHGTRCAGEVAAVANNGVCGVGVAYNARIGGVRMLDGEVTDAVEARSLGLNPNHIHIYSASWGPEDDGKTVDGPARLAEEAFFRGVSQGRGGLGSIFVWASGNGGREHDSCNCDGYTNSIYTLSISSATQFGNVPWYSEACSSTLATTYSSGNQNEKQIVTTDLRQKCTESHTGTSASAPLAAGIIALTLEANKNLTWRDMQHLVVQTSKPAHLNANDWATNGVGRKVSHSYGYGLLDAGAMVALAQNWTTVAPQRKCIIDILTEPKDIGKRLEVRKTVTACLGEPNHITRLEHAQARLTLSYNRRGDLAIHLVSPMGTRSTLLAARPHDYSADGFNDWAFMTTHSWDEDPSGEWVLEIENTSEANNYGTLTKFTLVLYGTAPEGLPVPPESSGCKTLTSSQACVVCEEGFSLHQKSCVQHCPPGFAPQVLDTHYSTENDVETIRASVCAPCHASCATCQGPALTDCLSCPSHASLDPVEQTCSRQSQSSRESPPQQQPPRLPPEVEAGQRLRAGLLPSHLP
# KCC2 mod: modulates chloride dependent transport by human KCC2 | KCC2 cells, thallium flux FluoZin-2 fluorescence | B-score of Tl+ flux slope (higher = more flux/activation; lower = inhibition) at 10 µM | Q9H2X9 | AID 1456 | 190,000 tested, 2.2% active;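 active = thallium flux slope and its plate-corrected score both differing from the plate sample mean at a set confidence after two filtering rounds, in either direction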;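 also: slope of fluorescence scaled to starting intensity during 10 to 20 s after thallium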
# eIF4E 4G PPI: inhibitors of eIF4E and eIF4G interaction in translation initiation; P63073+Q04637; TR-FRET eIF4E-eIF4GI(517-606) binding, 2 h; inhibition, % at 21.7 µM; 220,000 tested, 0.37% active; AID 782;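 also: 0% = full FRET control wells and 100% = background wells lacking eIF4GI fragment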
# 14-3-3 Bad inh: disrupts binding of bovine 14-3-3 zeta to phospho-Bad peptide; P63103; TR-FRET 14-3-3zeta/Dy647-pBad peptide displacement, 1 h; inhibition, % at 21.7 µM; 220,000 tested, 0.71% active;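 active = inhibition above about 70%, limit read from the data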;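 also: 0% = full 14-3-3 plus peptide FRET controls and 100% = background without 14-3-3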
# Target sequence (P63103 whole entry, looked up): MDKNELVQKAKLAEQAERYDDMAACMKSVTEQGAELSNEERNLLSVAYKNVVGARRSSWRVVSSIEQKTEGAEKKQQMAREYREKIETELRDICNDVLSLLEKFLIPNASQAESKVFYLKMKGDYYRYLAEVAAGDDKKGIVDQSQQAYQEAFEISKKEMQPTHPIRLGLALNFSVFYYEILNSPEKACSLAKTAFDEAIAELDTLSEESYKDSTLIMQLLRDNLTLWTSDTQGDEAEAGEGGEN
# Rad51 HR inh: blocks human Rad51 in homologous recombination. inhibition, % at 10 µM. 200,000 tested, 0.085% active. hRad51 DNA strand exchange, fluorescence dequenching. Q06609. AID 1385;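 active = inhibition above 40% at the single screening dose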;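 also: 0% = DMSO control wells and 100% = blanks with heterologous ssDNA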
#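 Read-out basis: percent inhibition relative to plate controls and blanks / Assay system: human Rad51 nucleoprotein filaments preassembled on unlabelled ssDNA / Timing: filaments 15 min 37 °C, then compound 30 min / Control set: per-plate controls and blanks / Technique: fluorescence dequenching at 485/520 nm / Compound: 10 µM final, single point / Also added: Fluorescein- and BHQ1-tagged 47-mer duplex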
# thrombin 1536: inhibitors of human thrombin. P00734. alpha-thrombin, Boc-VPR-AMC fluorogenic substrate cleavage. inhibition, % at 5 µM. 220,000 tested, 0.26% active. AID 1046;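 active = inhibition at or above 40%; inactive = inhibition below 40%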;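 also: 0% = enzyme with no compound and 100% = wells without enzyme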
#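 Assay system: human alpha-thrombin enzyme. Reagent: Boc-VPR-AMC substrate, 15 µM final. Compound dosing: one concentration per compound, 5 µM, with 0.2% DMSO. Incubation: room-temperature reaction. Technique: AMC fluorescence, 355/460 nm. Measure: % inhibition relative to enzyme controls and enzyme-free blanks.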
# * marks the source's active call; other numbers are inactive results; / = not tested or not shown; [ ] = another dose, or the depositor's remark.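 The calls were made as follows, unless noted: active = inhibition above about 30% (limit read from the data); inactive = the rest.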
SMILES	KLK5 inh	NCF1 inh	EBV gp42 inh	Furin inhibitor	KCC2 mod	eIF4E 4G PPI	14-3-3 Bad inh	Rad51 HR inh	thrombin 1536
O=C1CN(C(=O)c2ccco2)c2ccccc2N1	-13	-13	-3	-11[20 µM]	/	-12[fluorescence artefact?]	-16	-11	-10
O=C(c1ccc(Nc2cccc(C(F)(F)F)c2)nc1)N1CCCC1	3	-5	-6	-22	/	6	24	2	-3
COc1cccc(CNc2ccc([N+](=O)[O-])cc2C)c1	9	-13	-15	-10	0.055	1	-5	-9	-9
COc1ccccc1N1CCN(C(=S)Nc2ccc(S(=O)(=O)N3CCOCC3)cc2)CC1	/	0	-5	-11	0.068	3	-4	-46	-7
Cc1ccccc1OCc1nnc2c3cnn(C)c3ncn12	5	-16	-21	4	-0.59	3	-6	/	-8
CCOC(=O)C1(C(F)(F)F)N=C(c2cccnc2)OC(N2CCCCC2)=N1 (stereo unspecified)	-11	-4	-3	-4	-0.84	6	-2	/	1
Cc1ccc(CNS(=O)(=O)c2ccc3oc(C(=O)O)c(C)c3c2)cc1	-3	1	-8	-7	0.21	12	41	-3	2
COCCNC(=O)COc1cccc2c1OC(C)(C)C2	1	-3	-23	-41	0.34	-1	-9	10	-7

# Brought forward from above: 2 entries, followed by the next part.
SMILES	KLK5 inh	NCF1 inh	EBV gp42 inh	Furin inhibitor	KCC2 mod	eIF4E 4G PPI	14-3-3 Bad inh	Rad51 HR inh	thrombin 1536
Cc1ccc(CNS(=O)(=O)c2ccc3oc(C(=O)O)c(C)c3c2)cc1	-3	1	-8	-7	0.21	12	41	-3	2
COCCNC(=O)COc1cccc2c1OC(C)(C)C2	1	-3	-23	-41	0.34	-1	-9	10	-7
CCOC(=O)NC(=O)c1cn(C(CC)CO)c(=O)[nH]c1=O (stereo unspecified)	-8	-3	-7	-18	1.5	-17	-10	/	0
COc1ccccc1NC(=S)Nc1ccccc1F	-26	-10	-2	-17[20 µM]	/	5	-6	5	-4
CC(C)CC(=O)NCC(C)NC(=O)CC(C)C (stereo unspecified)	5	12	2	5[20 µM]	-0.98	-15	5	-8	-3
O=C(N=c1ccn(-c2nc3ccccc3nc2NS(=O)(=O)c2ccccc2)cc1)c1cccs1	-12	-36	-35	-16	0.076	3	-93[fluorescence artefact?]	-18	-7
Cc1ccc(C(=O)O/N=C2\CCSc3ccc(C)cc32)cc1	-26	-13	0	-7[20 µM]	0.18	3	16	-5	1
COc1cccc(-n2cc3c(c2-c2ccccc2)c(=O)n(C)c(=O)n3C)c1	7	-4	5	-26	-2	0	29	0	-3
COc1ccc(N=C2SC(C(N)=O)CC(=O)N2Cc2ccc3c(c2)OCO3)cc1 (stereo unspecified)	-11	-5	-2	-27	-0.11	3	16	-8	-9
O=C(O)Cn1c(SCc2cccc3ccccc23)nc2ccccc21	0	-3	-8	-20[20 µM]	-1.8	-1[fluorescence artefact?]	0	4	-3
O=C(c1ccco1)N1CCN(CC(=O)N2c3ccccc3CCc3ccccc32)CC1	8	10	-15	-16	/	5	31	-1	3
N#C/C(=C/c1ccc(O)c([N+](=O)[O-])c1)C(=O)Nc1ccccc1	-10	-19	-12	-13	-2.6	0	5	8	9
C=CCNCCCOc1ccc(Cl)cc1Br	-7	1	9	-19	1.1	-2	13[fluorescence artefact?]	25	-6
COC(=O)c1cc(-n2cccc2)ccc1N1CCOCC1	18	-9	-3	-3	0.16	7	-4	-19	-10
COCCN(Cc1cc2cc3c(cc2nc1Cl)OCO3)C(=O)c1ccc(C)cc1	4	3	-21	-21	0.03	5	1	-5	-1
CN(C)c1nc(N)c2ncc(=S)[nH]c2n1	1	-8	-5	-27	0.34	3	49	5	-1
C=CCSc1nnc(NC(=O)c2cccc(S(=O)(=O)N3CCOCC3)c2)s1	2	-1	-17	-19[20 µM]	/	-2	0	-4	8
CN1CCC(=O)N([C@H](CSc2ccc(Br)cc2)Cc2ccccc2)CC1	1	-16	-9	-25	-0.36	-6	-2	-1	-1
CC(=O)c1c(C)[nH]c(C)c1C(C)=O	-18	-11	-15	-9	/	-3	-7	-6	-2
CC(NC(=O)C(Cc1ccccc1)n1cccc1)c1ccccc1 (stereo unspecified)	-1	-12	-14	-16	-0.32	-1	-7	12	-6
COC(CNC(=O)Cc1c(C)nc2c(-c3ccccc3)c(C)nn2c1C)OC	-22	-11	1	-12	-0.37	-7	-4	-11	-4
COc1ccc2c(c1)c(C(=O)CNc1nc(C)cs1)c(C)n2C	6	-16	-33	-16	/	-2[fluorescence artefact?]	15[fluorescence artefact?]	-7	6
Cc1cc(C(=O)NP(=O)(N2CC(C)OC(C)C2)N2CC(C)OC(C)C2)c(C)n1C1CC1 (stereo unspecified)	-6	-6	-12	-18	0.4	-1	-11	6	/
Cc1ccc(C(=O)NN2C(=O)C3C4C=CC(C5CC45)C3C2=O)cc1 (stereo unspecified)	-8	-3	-20	-23	-0.11	0	-8	13	-8
CCCOC(=O)NC1C(NC(=O)OCCC)N(C)C(=O)N1C (stereo unspecified)	-18	-11	-23	-4	/	-5	-15	/	3
COc1ccc(-n2cnnc2SCC(=O)N2CCN(c3ccccc3)CC2)cc1	-20	-5	-9	-13[20 µM]	-1.2	3	-3	6	3
CCOc1ccccc1NC(=O)c1cc(C(=O)c2cc(OC)ccc2O)coc1=N	-14	-24	-9	-2	-0.0061	8	-14	-13	-5
CCC(C(=O)N1CCN(S(C)(=O)=O)CC1)c1ccccc1 (stereo unspecified)	-8	-22	-4	-13[20 µM]	/	-6[fluorescence artefact?]	0	-2	-10
CC1CN(Cc2nc3ccccc3c(=O)[nH]2)CC(C)O1 (stereo unspecified)	0	-8	-7	-20	0.51	-8	0	-20	-1
CC(C)c1ccc(CN(C(=O)c2cc3ccccc3oc2=O)C2CCS(=O)(=O)C2)cc1 (stereo unspecified)	-6	-3	-10	-17[20 µM]	0.36	0[fluorescence artefact?]	1[fluorescence artefact?]	17	2
COc1ccccc1/C=C/C1=NC(=C\C=C/c2ccccc2)/C(=O)O1	-7	-17	13	17	-0.31	1	24	-68	3
CCn1c(C(=O)NC(C)c2ccc3c(c2)OCCO3)cc2sccc21 (stereo unspecified)	1	-7	-8	-23	-1.2	-3	2	-8	-1
O=C(Nc1ccc2c(c1)OCCO2)Nc1ccc2c(c1)OCO2	-3	-7	-10	-31	0.43	2	-11	13	0
COC(=O)/C(N=Nc1cccc(C(F)(F)F)c1)=C(\C)O	5	-15	-10	11	/	5	-15[fluorescence artefact?]	-1	-5
COc1cccc(-c2cc3nc4c(c(NCC(C)(C)CN(C)C)n3n2)CCCC4)c1	-2	-30	-18	-23	-2.1	2	-15	31	3
Cc1noc(C)c1CSc1ccc2ccccc2n1	-3	-20	-20	-21[20 µM]	-0.86	5[fluorescence artefact?]	-5[fluorescence artefact?]	-7	1
NC(=O)[C@@H]1CCCN1Cc1nc(-c2ccccc2)no1	-4	-6	-10	-29	0.0038	2	0	6	-7
CC1CCCN(c2ccc(N)cc2C(N)=O)C1 (stereo unspecified)	-4	2	-21	-22	0.021	6	-10	/	-1
COc1cc(/C=C/C(=O)c2ccc(C)c([N+](=O)[O-])c2)cc(OC)c1O	-5	5	-7	-5	0.11	-1	-9	0	-6
CCOc1ccc(CC2NCCc3cc(OCC)c(OCC)cc32)cc1OCC (stereo unspecified)	-3	-11	0	-2	-0.85	3	-2	2	-14
CCOc1ccc(N2C(=O)C3CC(C)=C(C)CC3C2=O)c([N+](=O)[O-])c1 (stereo unspecified)	-2	-10	-9	-26[20 µM]	-0.011	-2	9	-7	-4
CCCCCC(=O)Nc1ccc(N2CCN(S(C)(=O)=O)CC2)cc1	1	30	-14	1[20 µM]	0.015	-1	6	0	-11

# Part of the list above, reduced to Furin inhibitor and EBV gp42 inh.
mol	Furin inhibitor	EBV gp42 inh
Cc1ccc(CNS(=O)(=O)c2ccc3oc(C(=O)O)c(C)c3c2)cc1	-7	-8
COCCNC(=O)COc1cccc2c1OC(C)(C)C2	-41	-23
CCOC(=O)NC(=O)c1cn(C(CC)CO)c(=O)[nH]c1=O (stereo unspecified)	-18	-7
COc1ccccc1NC(=S)Nc1ccccc1F	-17[20 µM]	-2

# New compounds follow.
SMILES	KLK5 inh	NCF1 inh	EBV gp42 inh	Furin inhibitor	KCC2 mod	eIF4E 4G PPI	14-3-3 Bad inh	Rad51 HR inh	thrombin 1536
Cn1c(=O)[nH]c(=O)c2c1nc1n2CCS1	-3	-2	-7	-14	-0.62	1	-10	6	-9
Cc1cc(C)c(Nc2ncccc2C(=O)O)c(C)c1	2	-4	9	-18	-0.003	5	-14	12	-16
COc1ccc(N(C(C)C(=O)N/N=C/c2cccnc2)S(C)(=O)=O)cc1 (stereo unspecified)	/	7	-7	5	0.84	2	2	/	-4
COc1cc(/C=C/C(=O)Nc2cc(C(F)(F)F)ccc2Cl)cc(OC)c1OC	-19	-9	-29	-2	/	5	-11	-9	4
Cc1cc2oc(=O)cc(COC(=O)c3n[nH]c4ccccc34)c2cc1C	8	-18	-17	-21[20 µM]	0.042	-32	1	/	-6
CC(C)Nc1nnc(SCc2cc(=O)n3ccsc3n2)s1	-14	8	-7	-10	-0.68	5	-1	-2	4
CCc1nnc(NC(=O)CCC(=O)NC2CCCCC2)s1	-7	-8	-25	-13	/	-5[fluorescence artefact?]	-5	-2	5
CCN(CC)C(=O)CC(c1ccc2c(c1)OCO2)c1c(OC)cc(OC)c2ccc(=O)oc12 (stereo unspecified)	-2	-14	-7	-19	-0.43	-1	0	6	-8
CC(C)CN(C(=O)c1cc2ccccc2o1)c1c(N)n(CC(C)C)c(=O)[nH]c1=O	-1	-7	-9	-15	-0.68	0[fluorescence artefact?]	-1[fluorescence artefact?]	1	5
CN(C)c1cc[n+](CC(=O)Nc2cc(C(F)(F)F)ccc2Cl)cc1	4	-18	-9	-18[20 µM]	-0.043	0	1	-1	-1
O=C(Nc1ccccc1)N1CCCC(CNS(=O)(=O)Cc2ccccc2)C1 (stereo unspecified)	-16	-4	-2	-13	-0.91	-2	-4	-4	2
CCOC(=O)CC(NCc1ccc(OC)c(OCC)c1)c1ccc(C)cc1 (stereo unspecified)	/	-1	0	-24	0.25	1	-2	/	-5
O=C(NCCc1nc2ccccc2[nH]1)/C(=C/c1ccco1)NC(=O)c1ccco1	-8	-8	-14	-11	0.51	4	6	1	2
O=C(Cn1cc([N+](=O)[O-])cn1)NCc1ccc(-n2cccn2)cc1	-3	-6	-7	-18	/	1	-6	3	-4
COc1ccc(NC(=O)C(=O)NCCCO)cc1Cl	-12	3	-2	-20	0.31	2	-15	24	-6
CC(=O)Nc1ccc(S(=O)(=O)NC2CCS(=O)(=O)C2)cc1Cl (stereo unspecified)	3	0	-7	-21	1.2	4	-3	/	2
CC(=O)Nc1ccc(NC(=O)CCn2c(=S)oc3ccccc32)cc1	19	-7	4	-20	0.72	1	1	-2	28
CCS(=O)(=O)Nc1ccc(C2=NN(C(=O)c3ccco3)C(c3ccc(C)cc3)C2)cc1 (stereo unspecified)	-6	-21	-36	-13[20 µM]	/	3	14	8	3

# Compound activity: PubChem, several laboratories
